# Source: PubChem (several laboratories)
# Fh CTSL1 inh – counter-screen for PFM18AAP inhibitors: inhibitors of F. hepatica cathepsin L1; recombinant F. hepatica cathepsin L1, Z-Leu-Arg-MCA fluorescence; inhibition, % at 5.96 µM; 0.49% of 300,000 active;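 active means inhibition above the mean of all tested compounds plus 3 SD, set per screening campaign, cut at about 17% in these data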;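 further: 0% = plate median of test compound wells and 100% = 1 µM Z-Phe-Ala-diazomethylketone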
# proCasp3 act – activates human procaspase-3; P42574; recombinant procaspase-3 D3A, Ac-DEVD-pNA absorbance 405 nm; activation, % at 8.5 µM; 0.11% of 330,000 active; AID 463141;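 active means activation above the mean of all tested compounds plus 3 SD, cut at about 21% in these data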;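 further: 0% = DMSO alone and 100% = DMSO wells spiked with extra 5 µM PC-3 D3A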
# Target sequence (P42574 whole entry D9A/D28A/D175A): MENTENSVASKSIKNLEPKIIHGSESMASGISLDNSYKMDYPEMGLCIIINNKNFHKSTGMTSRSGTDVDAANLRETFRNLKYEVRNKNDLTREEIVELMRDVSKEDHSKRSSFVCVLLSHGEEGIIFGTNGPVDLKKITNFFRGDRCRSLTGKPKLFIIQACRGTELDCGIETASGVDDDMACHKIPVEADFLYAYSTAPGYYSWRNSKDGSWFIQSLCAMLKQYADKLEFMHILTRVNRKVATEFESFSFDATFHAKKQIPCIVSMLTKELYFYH
#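 Test system: Procaspase-3 D3A mutant; medium: Zinc-free HEPES/NaCl buffer with 0.01% Triton X-100 at pH 7.4; reagent: DEVD-pNA substrate; doses: one concentration, 8.5 µM nominal, 0.8% DMSO; times: 1 h preincubation plus 2 h reaction at 25 °C; signal: Epi-absorbance at 405 nm of released p-nitroaniline, 0 and 120 min; replicates: singlicate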
# procasp7 counter – counter-screen: procaspase-7 (human) activation. activation, % at 8.5 µM. recombinant procaspase-7, Ac-DEVD-pNA absorbance 405 nm; D23A/D198A/D206A triple mutant, cannot self-cleave; scale: DMSO 0, 5 µM enzyme 100. 0.093% of 330,000 active. P55210;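 active means percent activation above the screen-wide mean plus 3 SD, cut at about 25% in these data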
# Target sequence (P55210 whole entry D23A/D198A/D206A): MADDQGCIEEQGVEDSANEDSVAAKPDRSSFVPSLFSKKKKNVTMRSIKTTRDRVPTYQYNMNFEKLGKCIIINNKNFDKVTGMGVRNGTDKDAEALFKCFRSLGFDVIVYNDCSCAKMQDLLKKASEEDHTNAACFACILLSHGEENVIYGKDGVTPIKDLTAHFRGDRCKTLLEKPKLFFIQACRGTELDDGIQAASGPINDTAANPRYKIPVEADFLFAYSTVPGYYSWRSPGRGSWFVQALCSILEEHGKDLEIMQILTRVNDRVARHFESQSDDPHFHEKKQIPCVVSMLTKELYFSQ
#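 Assay system – Uncleavable procaspase-7 mutant enzyme · Quantity – 2 µM procaspase-7 mutant as dispensed · Times – 1 h preincubation, 2 h reaction · Dosing – single nominal 8.5 µM compound dose, 0.8% DMSO final · Buffer or medium – Zinc-free 50 mM HEPES buffer, pH 7.4, with NaCl and Triton X-100 · Detection – Epi-absorbance of released pNA at 405 nm, two timepoints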
# GRK2 aptamer HTS – blocks RNA aptamer binding to human GRK2. inhibition of aptamer binding, % at 10 µM. bead flow cytometry, FAM-aptamer displacement from GRK2. AID 488847. 0.59% of 330,000 active. P25098;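 active means inhibition of aptamer binding above 40%, roughly 3 SD of noise, on plates passing a quality check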;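 further: median bead fluorescence of bound FAM aptamer so fluorescent compounds give negative values; no value below 0 was filed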
# core dimer inh – blocks dimerization of HCV core protein. TR-FRET GST/Flag-core106 dimerization, 1536-well. inhibition, % at 5 µM. 0.33% of 300,000 active. AID 1899;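 active means inhibition above the mean of all tested compounds plus 3 SD, set per screening campaign, cut at about 45% in these data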
#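 Material: Tagged HCV core106 pair (GST and Flag) | Amount: GST-core106 13.5 nM, Flag-core106 17 nM | Medium: KF-containing HEPES buffer, pH 7.45, DTT, CHAPS, BSA | Reagent: Eu donor and XL665 acceptor anti-tag antibodies | Schedule: 4 h at 22.5 °C | Technique: Time-resolved FRET, ex 340 nm, em 617 and 671 nm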
# VLA-4 inh – inhibition in a human VLA-4 binding assay. 0.2% of 330,000 active. inhibition, % (about 7 µM as worked out from the volumes in the protocol). VLA-4 expressing cells, ligand binding flow cytometry; in the data active means inhibition above about 50%
# PP5 inh – blocks human protein phosphatase 5 activity; 0.18% of 320,000 active; purified PP5c, OMFP substrate fluorescence; AID 1987; inhibition, % at 6.7 µM; P53041;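 active means inhibition above the campaign's mean inhibition across all tested compounds plus 3 SD, cut at about 9.5% in these data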;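 further: 0% = DMSO only and 100% = 100 µM cantharidin control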
# JMJD2C inh – human JMJD2C demethylase inhibition; 0.069% of 330,000 active; inhibition, % at 2.35 µM; GST-JMJD2C(1-420) H3K9me3 demethylation, DELFIA europium; Q9H3R0;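 active means more than half of a compound's replicate wells show inhibition beyond 50%, single wells judged on their own value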;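 further: signal counts dimethyl H3K9 product captured on neutravidin plate; 0% = median of DMSO wells and 100% = 0.3 times that DMSO median; strong numbers were not always called active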
# PP1 counter – counter-screen for PP5 inhibitors: inhibitors of human PP1-alpha. 0.9% of 320,000 active. inhibition, % at 6.7 µM. purified PP1alpha, OMFP fluorescence. AID 2235;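 active means inhibition above the mean inhibition of all tested compounds plus 3 SD, computed separately for each screening campaign, cut at about 15% in these data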
# Target sequence (P62136 whole entry, looked up): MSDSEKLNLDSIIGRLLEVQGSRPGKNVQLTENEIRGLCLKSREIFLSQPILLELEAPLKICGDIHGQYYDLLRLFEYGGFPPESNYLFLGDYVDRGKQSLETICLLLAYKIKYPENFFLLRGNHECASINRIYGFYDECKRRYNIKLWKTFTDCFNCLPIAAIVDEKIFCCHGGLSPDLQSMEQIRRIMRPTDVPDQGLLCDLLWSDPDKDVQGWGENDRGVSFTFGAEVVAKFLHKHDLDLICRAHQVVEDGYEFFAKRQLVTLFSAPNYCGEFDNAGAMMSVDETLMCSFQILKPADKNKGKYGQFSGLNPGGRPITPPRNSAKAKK
# Active calls of the source: *; i = inactive; / = not tested or not shown; & = joins results of further samples.
SMILES,Fh CTSL1 inh,proCasp3 act,procasp7 counter,GRK2 aptamer HTS,core dimer inh,VLA-4 inh,PP5 inh,JMJD2C inh,PP1 counter
Cc1cccnc1N(C(=O)Nc1ccccc1)C1=NCC(C)(C)S1,-3,-1,4,4,-1,8,0.3,6,0
NNc1nc2sc3c(c2c(=O)n1Cc1ccccc1)CCC3,-1,3,-5,0,20,9,3.1,3,3
CCN(CC(=O)NCc1cccs1)C(=O)COc1ccc(C(C)=O)cc1,/,0,1,1,/,11,3.4,-1,-1
COc1ccc(-n2nnnc2SCC(=O)NC2CCCC2)cc1OC,7,3,4,3,-14,-1,0.3,-5,4
O=C1CN(C(=O)CSc2nncn2-c2ccccc2)c2ccccc2N1,-2,5,-2,1,-1,25,-1.7,11,-3
COc1ccc(S(=O)(=O)N2CCOC23CCN(S(=O)(=O)c2ccc(F)cc2)CC3)cc1,-2,3,4,1,0,-7,-1.0,19,-1
O=C(NCc1ccccn1)c1cccc(NS(=O)(=O)c2ccccc2)c1,6,-5,-4,0,0,-1,-0.2,8,-8
CC(C)c1nnc(NC(=O)CN(C)S(=O)(=O)c2ccc3c(c2)OCCO3)s1,-3,1,1,3,-3,-1,3.3,-26,-2
O=C(CSc1nc(-c2ccccc2)c(-c2ccccc2)o1)Nc1nnc(-c2ccccc2)s1,2,5,2,0,4,-6,1.1,5,-3
CN(CC(=O)Nc1cccc(F)c1)CC(=O)Nc1ccccc1-c1ccccc1,/,8,5,0,/,-8,/,8,/
NS(=O)(=O)c1ccc(NC(NC(=O)c2cccnc2)C(Cl)(Cl)Cl)cc1 (centres undefined),0,7,8,3,7,16,-0.2,3,1
Cc1cc(C)c2c(CN3CCCCC3C)cc(=O)oc2c1 (centres undefined),7,0,1,0,2,6,2.6,3,0
COc1ccc(NC(=O)CN(C)C(=O)Cc2ccc3c(c2)OCCO3)cc1,1,-5,12,0,0,19,-1.8,0,-3
O=C(NC1=NCCS1)[C@H](Cc1ccccc1)N1C(=O)c2ccccc2C1=O,0,0,5,0,7,-4,0.8,10,0
CCC1CCCCN1C(=O)Cn1c(C(=O)OC)cc2ccsc21 (centres undefined),1,-9,-1,0,-2,25,-1.4,-6,-2
Cc1cc(C)c(C)c(S(=O)(=O)Nc2ccccc2C(=O)NCCCN2CCOCC2)c1C,-1,-2,4,2,1,3,-1.1,14,-1
O=S(=O)(NC1CCCCC1N1CCCCC1)c1ccccc1 (centres undefined),0,-4,6,1,0,2,-1.7,-11,-1
CCCCCCc1ccc(N2C[C@H](Cc3ccccc3)[C@@H](CC(=O)Nc3ccccc3)C2=O)cc1,2,3,9,3,3,25,3.8,6,4
Cn1nc(C(=O)NCCc2ccc(Cl)cc2)c2c1-c1ccccc1S(=O)(=O)C2,-3,0,-2,1,1,19,3.1,6,-2
CCOC(=O)c1sc(=NC(=O)c2ccc(Cl)s2)n(C)c1C,0,-8,3,0,15,-6,1.1,-39,-10
Cc1ccc(S(=O)(=O)N2CCN(C(=O)C3CSC4(C)CCC(=O)N34)CC2)cc1C (centres undefined),-1,5,8,1,0,18,0.5,1,-9
COCCn1c(C)cc(/C=C2/SC(=O)N(CC(=O)N3CCCC3)C2=O)c1C,3,-3,-7,0,1,-9,-0.5,11,-2
CCOC(=O)c1ccc(S(=O)(=O)N2CCN(CCC#N)CC2)cc1,-5,8,7,2,-6,23,3.3,-3,-14
CCSC1=NCCN1C(=O)c1ccc(S(=O)(=O)N(CC)CC)cc1,-1,-4,1,0,5,-16,-0.5,-3,-3
COc1cc(NS(=O)(=O)c2ccc3[nH]c(=O)oc3c2)cc(OC)c1,-6,-1,7,3,0,2,-0.9,0,-3

# Fetched by structure from the list above:
SMILES,Fh CTSL1 inh,proCasp3 act,procasp7 counter,GRK2 aptamer HTS,core dimer inh,VLA-4 inh,PP5 inh,JMJD2C inh,PP1 counter
CCC1CCCCN1C(=O)Cn1c(C(=O)OC)cc2ccsc21 (centres undefined),1,-9,-1,0,-2,25,-1.4,-6,-2
O=C(CSc1nc(-c2ccccc2)c(-c2ccccc2)o1)Nc1nnc(-c2ccccc2)s1,2,5,2,0,4,-6,1.1,5,-3

# Additional structures follow:
SMILES,Fh CTSL1 inh,proCasp3 act,procasp7 counter,GRK2 aptamer HTS,core dimer inh,VLA-4 inh,PP5 inh,JMJD2C inh,PP1 counter
O=C(Nc1ccc(F)cc1)C1CCCN(S(=O)(=O)c2ccc3[nH]c(=O)ccc3c2)C1 (centres undefined),-3,-11,-4,8,3,-3,2.8,i,0
CC(C)c1ccc(-c2nnn(CC(=O)N3CCCCC3)n2)cc1,-4,11,-1,0,5,7,0.1,-2,0
COc1ccc(C2C(C#N)=C(N)N(c3ncn[nH]3)C3=C2C(=O)CCC3)cc1 (centres undefined),1,-5,-3,1,0,5,-0.1,6,-2
COc1cccc(NC(=O)CC(c2ccc(OC(C)C)cc2)c2ccccc2OC)c1 (centres undefined),0,-8,5,0,-2,5,-0.3,0,-1
O=S(=O)(c1cc(Cl)ccc1Br)N1CCCCC1,1,7,-2,0,2,15,2.2,191,-5
CCn1c(CCC(=O)O)nc2cc(S(=O)(=O)N(C)C)ccc21,0,3,-8,2,-1,-7,-2.6,2,-1
O=C(CSc1nc2c(c(=O)n1-c1ccc(Br)cc1)SCC2)Nc1nccs1,3,1,-11,3,3,-3,-6.0,5,5
O=C(Cn1c(NCCO)nc2ccccc21)c1ccco1,-2,-9,7,1,0,10,10*,3&6,-5
COc1cc(C2C(C#N)=C(C)NC3=C2C(=O)c2ccccc23)cc(OC)c1OC (centres undefined),-1,-6,8,0,-10,0,1.6,-7,-4
CN1CCCCc2c1nc1ccccc1c2N (tested in a mixture with another compound),-1,-5,4,0,-5,-4,2.7,-12,0
COC(=O)Cc1cc(OC)c(OC)cc1S(=O)(=O)N(C)C,-2,-1,-3,1,-2,4,0.6,3,-3
O=C(O)CCC(=O)N1N=C(c2c(-c3ccccc3)c3cc(Cl)ccc3[nH]c2=O)CC1c1ccco1 (centres undefined),0,0,-6,2,-2,15,1.8,7,3
O=C(CCn1c(=O)oc2ccccc21)N1CCCCCC1,0,9,-6,0,3,-1,-0.2,-3,3
CS(=O)(=O)N(CC(=O)Nc1ccc(F)cc1F)c1cccc([N+](=O)[O-])c1,0,-4,2,13,-11,3,0.6,-6,2
Cc1cccc(OCC(=O)Nc2ccc3oc(=O)ccc3c2)c1C,11,-3,-9,0,-9,-13,-2.5,3,-3
CCC1=NN=C(c2ccc(F)cc2)C(c2c[nH]c3ccccc23)N1O (centres undefined),1,-3,-3,0,-4,3,2.6,4,22*
Fc1ccc(N2CCN(C(c3cccs3)c3nnnn3C3CCCC3)CC2)cc1 (centres undefined),0,-2,-8,0,5,34,2.6,15,2
COCCNC(=O)C1CC(c2ccc(F)cc2)=NO1 (centres undefined),0,1,11,1,-10,0,0.5,30,-1
CCN(CC(=O)NCc1cccs1)c1ccc(S(=O)(=O)N2CCN(C)CC2)cn1,0,5,-5,0,-3,1,1.2,0,-3
Cc1noc(C)c1CC(=O)NC1CC(C)(C)Cc2c1cnn2-c1ccccc1 (centres undefined),-4,-2,2,1,-3,-11,2.7,9,-3
O=C(NNC(=O)c1cccs1)c1ccc(F)cc1,0,-8,-5,0,0,6,3.9,7,1
O=C(NCc1ccccc1)N1CCC(CO)(CCc2ccccc2)CC1,-3,3,6,0,-3,5,0.7,-5,0
O=C(CCc1ccccc1)Nc1nc2ccc(S(=O)(=O)N3CCOCC3)cc2s1,0,13,0,0,-22,14,-0.6,3,8
CC(=O)Nc1ccc(Nc2nnc(-c3ccc(O)cc3)c3ccccc23)cc1,5,-2,10,10,-15,-8,1.8,-3,2
O=c1c2ccccc2nc2c3ccccc3cnn12,9,2,14,5,13,6,-1.9,7,-1

# Some of these compounds in order of heavy-atom count, largest number first.
SMILES,Fh CTSL1 inh,proCasp3 act,procasp7 counter,GRK2 aptamer HTS,core dimer inh,VLA-4 inh,PP5 inh,JMJD2C inh,PP1 counter
O=C(O)CCC(=O)N1N=C(c2c(-c3ccccc3)c3cc(Cl)ccc3[nH]c2=O)CC1c1ccco1 (centres undefined),0,0,-6,2,-2,15,1.8,7,3
CS(=O)(=O)N(CC(=O)Nc1ccc(F)cc1F)c1cccc([N+](=O)[O-])c1,0,-4,2,13,-11,3,0.6,-6,2
CC(C)c1ccc(-c2nnn(CC(=O)N3CCCCC3)n2)cc1,-4,11,-1,0,5,7,0.1,-2,0
CCn1c(CCC(=O)O)nc2cc(S(=O)(=O)N(C)C)ccc21,0,3,-8,2,-1,-7,-2.6,2,-1
COCCNC(=O)C1CC(c2ccc(F)cc2)=NO1 (centres undefined),0,1,11,1,-10,0,0.5,30,-1

# Next records
SMILES,Fh CTSL1 inh,proCasp3 act,procasp7 counter,GRK2 aptamer HTS,core dimer inh,VLA-4 inh,PP5 inh,JMJD2C inh,PP1 counter
Cc1cccc(NS(=O)(=O)c2cc(C(=O)N3CCc4ccccc4C3)ccc2Cl)c1C,0,7,8,1,12,-9,2.3,4,6
N#C/C(=N\Nc1cccc(C(F)(F)F)c1)C(=O)c1csc(-c2cccnc2)n1,3,-10,-16,2,3,3,4.8,-22,8
O=C(N/C=C/c1ccco1)OCc1ccccc1,-1,-8,-10,1,39,-24,1.1,20,1
O=c1[nH]cnc(O)c1C(c1ccc(Br)cc1)c1c(O)nc[nH]c1=O,11,2,-11,1,2,-5,2.6,-8,5
COc1ccc(-c2ccc(C#N)c(SCC(=O)Nc3sc4c(c3C#N)CCC4)n2)cc1OC,3,-4,-8,2,13,-2,-1.6,4,-3
COc1cc(C)nc(SCC(N)=O)n1,1,6,5,/,2,3,2.0,8,-2
Cc1cc(Cl)c2oc(C(=O)N(C)CCCCN3CCOCC3)c(C)c2c1,2,-5,-10,0,-6,5,1.3,1,1
CC(C)N(Cc1nc(-c2ccc3c(c2)OCO3)no1)Cc1nccn1C,-5,-2,-2,1,7,-3,1.4,0,-6
CC1(C)CC(NC(=S)NC(=O)c2cc(Br)ccc2Cl)CC(C)(C)N1,/,2,-2,0,/,12,3.5,30,-2

# Molecules shown so far with a cyano group, in the order listed:
SMILES,Fh CTSL1 inh,proCasp3 act,procasp7 counter,GRK2 aptamer HTS,core dimer inh,VLA-4 inh,PP5 inh,JMJD2C inh,PP1 counter
CCOC(=O)c1ccc(S(=O)(=O)N2CCN(CCC#N)CC2)cc1,-5,8,7,2,-6,23,3.3,-3,-14
COc1ccc(C2C(C#N)=C(N)N(c3ncn[nH]3)C3=C2C(=O)CCC3)cc1 (centres undefined),1,-5,-3,1,0,5,-0.1,6,-2
COc1cc(C2C(C#N)=C(C)NC3=C2C(=O)c2ccccc23)cc(OC)c1OC (centres undefined),-1,-6,8,0,-10,0,1.6,-7,-4
N#C/C(=N\Nc1cccc(C(F)(F)F)c1)C(=O)c1csc(-c2cccnc2)n1,3,-10,-16,2,3,3,4.8,-22,8
COc1ccc(-c2ccc(C#N)c(SCC(=O)Nc3sc4c(c3C#N)CCC4)n2)cc1OC,3,-4,-8,2,13,-2,-1.6,4,-3
